# Screening data (PubChem BioAssay)
# MsrA act = activates bovine MsrA enzyme. purified bovine MsrA, absorbance read-out. activation, % at 10.6 µM. 0.3% of 360,000 active; in the data active = activation above about 7.5%;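 note: 0% = vehicle and 100% = reference activator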
# SKN-1 inh = inhibitors of C. elegans SKN-1; inhibition, % at 21.8 µM; AID 624304; C. elegans VP596 Pgst-4::GFP/RFP ratio, acrylamide-induced, 24 h; 0.49% of 360,000 active;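 active = interference check ratio from 0.5 to 1.5 plus GFP to RFP signal ratio inhibition reaching or exceeding a fixed threshold, cut at about 30% in these data, passing the limit was not always enough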; note: some compounds called inactive have numbers as strong as hits
# MT1-MMP act inh = blocks activation of human MT1-MMP; HT1080 RFP-PRO-GFP cells, GFP/RFP ratio fluorescence, overnight; percent of plate control window, DMSO zero; GFP/RFP ratio change, % at 20 µM; 0.061% of 360,000 active;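 active = GFP/RFP ratio change of at least 30% with cell ATP level not reduced by more than half and red fluorescence within 50% of control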; note: strong numbers were not always called active
#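 Assay system – RFP-PRO-GFP reporter HT1080 cells · Compound dosing – single dose of 20 µM compound, 1% DMSO final · Incubation – overnight compound exposure at 37 °C · Measure – GFP/RFP fluorescence ratio · Benchmarks – DMSO wells and RFP-L50D-GFP cells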
# CendR NRP1 mod = NRP-1/CendR interaction modulation; AID 602438; O14786; inhibition, % at 25 µM; FAM-RPARPAR peptide binding to NRP-1, fluorescence polarization; 0.85% of 360,000 active;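 active = inhibition or corrected inhibition above about 18%, plus a signal ratio from 0.5 to 1.5, limit read from the data, passing the limit was not always enough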; note: strong numbers were not always called active
# Rin1-Abl PPI inh = human Rin1-Abl interaction inhibition; AID 588664; P00519+Q13671; inhibition, % at 7.35 µM; 0.4% of 360,000 active; TR-FRET Rin1/Abl binding, biochemical; in the data active = inhibition above about 5%, passing the limit was not always enough
# MsrA inhibitor = inhibitors of bovine MsrA; purified bovine MsrA, absorbance read-out; inhibition, % at 15.5 µM; 0.75% of 360,000 active; AID 651718; in the data active = inhibition above about 4.5%;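 note: 0% = vehicle wells with enzyme and 100% = reference inhibitor wells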
# eLon inh = inhibitors of E. coli Lon protease | inhibition, % at 7.94 µM | P0A9M0 | 0.42% of 360,000 active | purified E. coli Lon protease, fluorescence polarization; in the data active = inhibition above about 13%, passing the limit was not always enough;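 note: 0% = enzyme with probe and DMSO and 100% = no enzyme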
# Neddylation inh = blocks human cullin neddylation; TR-FRET cullin neddylation, biochemical; calls only at 25 µM; 0.58% of 360,000 active; AID 651699; in the data active = inhibition above about 36%
# Target sequence (P61081 whole entry, looked up): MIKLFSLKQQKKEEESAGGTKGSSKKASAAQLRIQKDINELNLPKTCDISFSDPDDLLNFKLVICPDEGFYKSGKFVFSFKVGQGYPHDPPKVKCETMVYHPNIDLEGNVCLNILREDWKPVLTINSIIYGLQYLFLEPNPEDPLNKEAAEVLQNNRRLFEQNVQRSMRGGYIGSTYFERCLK
# Target sequence (Q13564 whole entry, looked up): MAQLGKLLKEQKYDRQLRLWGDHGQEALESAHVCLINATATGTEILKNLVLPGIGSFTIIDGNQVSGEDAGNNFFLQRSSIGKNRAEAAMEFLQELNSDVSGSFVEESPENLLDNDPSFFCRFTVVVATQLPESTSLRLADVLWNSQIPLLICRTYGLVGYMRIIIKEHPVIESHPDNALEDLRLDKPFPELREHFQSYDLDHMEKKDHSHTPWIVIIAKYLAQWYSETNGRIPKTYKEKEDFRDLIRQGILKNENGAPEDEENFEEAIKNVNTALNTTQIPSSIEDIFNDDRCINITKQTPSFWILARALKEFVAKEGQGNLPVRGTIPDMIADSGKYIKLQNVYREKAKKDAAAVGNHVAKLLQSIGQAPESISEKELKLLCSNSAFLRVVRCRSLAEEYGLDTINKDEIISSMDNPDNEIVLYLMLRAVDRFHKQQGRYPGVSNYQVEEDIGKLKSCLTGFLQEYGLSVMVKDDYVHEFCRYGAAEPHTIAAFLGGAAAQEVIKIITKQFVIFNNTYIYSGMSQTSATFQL
# FAS TE block = inhibitors of human fatty acid synthase thioesterase domain | 0.67% of 360,000 active | inhibition, % at 15 µM | recombinant FAS-TE, OMFH fluorogenic substrate, fluorescence endpoint | AID 602261;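 active = compounds whose normalised, plate-corrected inhibition of enzyme fluorescence in the single-dose primary screen is 50% or more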;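 note: 0% = DMSO with enzyme and 100% = substrate without enzyme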
# * hit, by the source's call; i = inactive; · = not tested or not shown.
SMILES,MsrA act,SKN-1 inh,MT1-MMP act inh,CendR NRP1 mod,Rin1-Abl PPI inh,MsrA inhibitor,eLon inh,Neddylation inh,FAS TE block
O=C(Nc1ccc(F)c(Cl)c1)c1cc(C2CCCCN2C(=O)CCc2ccccc2)on1 (configuration not stated),0,25,-9,6,3,0.4,1,i,21
CCOc1cccc(N(C(=O)c2ccco2)C(C(=O)NC2CCCC2)c2cccnc2)c1 (configuration not stated),-2,10,-2,-2,3,-0.9,-2,i,-1
CC(Oc1ccc(Cl)cc1)C(=O)N(C)CC(=O)Nc1ccc(N2CCOCC2)cc1 (configuration not stated),-1,11,-1,-3,-2,1.1,10,i,-4
CC(=O)Nc1ccc2c(c1)CN(c1cc(C)ccc1C)CO2,-5,4,-4,7,-2,-0.9,5,i,-3
CCOC(=O)/C(=N\Nc1ccc(Cl)cc1)c1csc(Nc2ccccc2)n1,2,-9,4,17,5,0.2,-9,i,23
CCC(=O)NC(c1cc(Cl)c2ccccc2c1O)C1CC1 (configuration not stated),-3,16,-9,-6,3,0.3,21*,i,5
COCC(C)NC(=S)NCCc1ccc(Cl)cc1Cl (configuration not stated),1,10,3,-11,1,-0.2,-5,i,0
O=C(c1cccc(S(=O)(=O)N2CCCCC2)c1)N1CCN(S(=O)(=O)c2ccc(F)cc2)CC1,-3,29,-3,-4,1,0.5,-4,i,7
Fc1ccc(CN2CCCCCCC2)cc1,-1,-9,-2,-5,3,-1.1,-3,i,-5
O=C(CCCc1nc2ccccc2s1)N1CCN(c2ccccc2F)CC1,-4,4,5,-8,-1,-1.5,1,i,2
CCCNC(=O)C1(C)CCN(C(=O)c2cc(C)n(C(C)(C)C)n2)C1 (configuration not stated),-1,13,3,-2,3,0.3,0,i,-5
Cc1nc(SCC(=O)Nc2ccccc2Cl)c2c(C)c(C)sc2n1,-7,-3,-1,-8,-18,0.4,2,i,5

# Among those listed so far, these have a Cl atom.
SMILES,MsrA act,SKN-1 inh,MT1-MMP act inh,CendR NRP1 mod,Rin1-Abl PPI inh,MsrA inhibitor,eLon inh,Neddylation inh,FAS TE block
O=C(Nc1ccc(F)c(Cl)c1)c1cc(C2CCCCN2C(=O)CCc2ccccc2)on1 (configuration not stated),0,25,-9,6,3,0.4,1,i,21
CC(Oc1ccc(Cl)cc1)C(=O)N(C)CC(=O)Nc1ccc(N2CCOCC2)cc1 (configuration not stated),-1,11,-1,-3,-2,1.1,10,i,-4
CCOC(=O)/C(=N\Nc1ccc(Cl)cc1)c1csc(Nc2ccccc2)n1,2,-9,4,17,5,0.2,-9,i,23
CCC(=O)NC(c1cc(Cl)c2ccccc2c1O)C1CC1 (configuration not stated),-3,16,-9,-6,3,0.3,21*,i,5
COCC(C)NC(=S)NCCc1ccc(Cl)cc1Cl (configuration not stated),1,10,3,-11,1,-0.2,-5,i,0
Cc1nc(SCC(=O)Nc2ccccc2Cl)c2c(C)c(C)sc2n1,-7,-3,-1,-8,-18,0.4,2,i,5

# Next structures
SMILES,MsrA act,SKN-1 inh,MT1-MMP act inh,CendR NRP1 mod,Rin1-Abl PPI inh,MsrA inhibitor,eLon inh,Neddylation inh,FAS TE block
COc1ccc(OCc2cc(C(=O)NC3CCc4ccccc43)no2)c(Cl)c1 (configuration not stated),-1,-5,-4,11,3,-0.2,1,i,28
O=C(CSc1n[nH]c(=O)n1Cc1ccco1)c1ccc(F)cc1,-2,-1,-5,7,-1,-0.3,-1,i,0
O=C(NCc1ccc(F)cc1)c1c(O)c2cccc3c2n(c1=O)CCC3,1,-16,-1,3,0,0.3,-6,i,19
COc1ccc(NC(=O)CN2CCC(NC(=O)C3CCCCC3)CC2)cc1,-2,6,1,-1,-2,0.8,0,i,-8
Cc1ccnc(N2C(=O)c3ccccc3C2=O)c1,-4,1,-1,-8,-2,-1.0,8,i,-4
CS(=O)(=O)N1CCc2cc(-c3csc(NC(=O)C(c4ccccc4)c4ccccc4)n3)ccc21,-5,11,2,-21,1,-1.1,0,i,48
CCCCN1CC(=O)N2[C@H]3c4ccccc4OC[C@@H]3[C@H](C(=O)OCC)[C@]2(C)C1=O,-3,1,0,12,6,-1.0,4,i,-8
Cc1nc2sc(C(c3cccc(F)c3)N3CCOCC3)c(O)n2n1 (configuration not stated),-13,7,-2,10,3,0.6,-10,i,-5
Cc1cccc(C(=O)O/N=C/c2ccc(Br)cc2)c1,-4,7,2,-1,1,-1.1,-3,i,24
O=C(CSc1n[nH]c(-c2ccncc2)n1)Nc1ccc(Cl)c(Cl)c1,-12,9,·,3,1,0.5,13,i,-13
CCn1c(C(=O)O)c(CC(=O)Nc2ccccc2OC)c2ccccc21,-2,6,-1,0,1,-0.2,-9,i,-2
O=C(CN1C(=O)NC2(CCCCC2)C1=O)Nc1ccccc1N1CCCC1,-7,-2,8,-5,0,0.5,7,i,-6
O=C(O)c1cccc(NC(=O)c2ccc3c(c2)C(=O)N(C2CCCCC2)C3=O)c1,-2,4,1,9,4,-0.4,-8,i,1
CC(=O)Nc1ccc(NC(=O)CSc2nnc(-c3cc(C)[nH]n3)n2N)cc1,-3,-16,-1,-3,1,1.2,-14,i,-2
CC1CC(=Cc2ccc([N+](=O)[O-])cc2)C(=O)O1 (configuration not stated),-7,19,-3,7,-4,3.2,10,i,-1
CP(=O)(COC(=O)c1ccccc1)COC(=O)c1ccccc1,-3,14,2,18,2,-0.1,4,i,-2
CCCC(=O)Nc1nc(C)c(C(C)=O)s1,-2,-3,-2,6,-6,1.2,1,i,-3
CC(=O)OCC#CCSc1nc2ccccc2n1C,-4,9,3,-12,0,-0.4,12,i,-7
COc1ccc(N2C(=O)CCC(C(=O)N3CCCCC3)C2c2ccc(OC)c(OC)c2)cc1 (configuration not stated),-3,16,-1,-1,3,-1.0,-10,i,-7
CC(C)(C)OC(=O)N1CCC(CC2CC(c3cccc(Br)c3)=NO2)(C(=O)O)CC1 (configuration not stated),-2,13,-2,7,5,-0.3,-14,i,-7
O=C(CN1CCCSc2ccccc21)N1CCN(S(=O)(=O)c2cccc(F)c2)CC1,-3,-11,-1,-23,-2,0.7,20*,i,16
COc1ccccc1N(C)S(=O)(=O)c1ccc(Cl)c(C(=O)N2CCC(C(N)=O)CC2)c1,-3,6,2,9,0,0.1,-4,i,-6
Cc1ccc(C(=O)Nc2ccc(C(F)(F)F)n(C)c2=O)cc1,-3,0,1,-1,-2,0.9,7,i,0
NC(=O)CC(NC(=O)Cc1ccc(Cl)cc1)c1ccc(N2CCC(Cc3ccccc3)CC2)c([N+](=O)[O-])c1 (configuration not stated),-14,11,7,-18,5,0.0,7,i,-5
CC(NC(=O)COc1ccc(Oc2ccccc2)cc1)C(=O)O (configuration not stated),-3,-13,-2,3,1,-1.5,8,i,-3
CC1CCCCC12NC(=O)N(CC(=O)Nc1ccccc1F)C2=O (configuration not stated),-8,19,2,-3,0,0.4,11,i,-4
COc1ccc(-c2cc(C)nc3nc(N)nn23)cc1,-5,5,5,-3,-2,0.1,-1,·,-5
O=c1c(Cc2c(F)cccc2Cl)c(O)ccn1CCc1c[nH]c2ccccc12,-2,1,1,-3,4,1.7,-3,i,-1
CC(=O)c1c(C)[nH]c(C(=O)OCC(=O)Nc2c(C)cccc2C)c1C,-10,-1,·,0,6,0.2,8,i,2
CCOC(=O)c1nn(-c2ccccc2Cl)c(=O)cc1OCC(=O)Nc1cccc(OC)c1,-7,-7,3,-3,0,-0.7,6,i,-3
O=C(NNS(=O)(=O)c1ccc(Br)cc1)c1csnn1,-14,-3,-4,-8,4,0.3,-6,i,-8
CCC(Sc1ncnc2sc(C)c(C)c12)C(=O)OC (configuration not stated),-6,-14,-7,-6,-5,-1.0,-8,i,1
CC(C)[C@H](NC(=O)c1ccco1)C(=O)Nc1ccc(N2CCCCCC2)cc1,-1,18,-3,-3,1,-0.7,-10,i,-7
COc1ccc(OC)c(NC(=O)c2cc(-c3ccc(C)cc3O)n[nH]2)c1,-4,-7,8,-4,2,-0.6,2,i,-7
CC(C)c1ccc(/C=N/NC(=O)c2nnn(-c3nonc3N)c2CN2CCOCC2)cc1,-2,20,0,6,-4,0.1,1,i,-1
O=C(C1CCN(S(=O)(=O)c2ccccc2)CC1)N1CCN(c2ccccc2)CC1,-9,-5,0,11,1,-0.8,0,i,3
CC(CC1C(C#N)=C(N)OC2=C1C(=O)CCC2)c1ccccc1 (configuration not stated),-10,-19,-7,-28,7,-0.9,-9,i,0
COc1ccc(/C=C/C(=O)NCC(=O)N/N=C(/C)c2ccc(Cl)cc2)cc1,-4,-7,1,-4,0,2.1,0,i,-6
NS(=O)(=O)c1ccc(CCNC(=O)CN2CCCCC2)cc1,0,0,4,8,0,0.4,10,i,-6
CCCC(=O)Nc1cccc(NC(=O)c2ccc3c(c2)OCO3)c1,-3,8,1,4,0,-0.1,-4,i,-4
O=C1CN(c2ccc(F)cc2)C(=S)N1c1ccccc1,-4,2,1,-4,1,0.4,-7,i,-5
CN(Cc1c(F)cccc1Cl)C(=O)CCc1c[nH]c2ccccc12,-1,5,4,2,1,-1.1,-1,i,7
COc1cc(CNCc2ccccc2Cl)ccc1OCC(=O)NC1CCCCC1,-3,4,1,20,4,0.9,-6,i,0
CC(C)CNc1ncnc2c1ncn2[C@H]1CN(Cc2cccc3ccccc23)C[C@@H](CO)O1,0,13,3,-3,-2,-1.9,4,i,-2
O=C(NNC(=O)c1ccccc1Br)c1ccccc1Cl,3,-7,0,-4,2,-0.6,2,i,-5
CCCCC(=O)Nc1cc(C)c2c(=O)oc3ccccc3c2n1,-3,30,-5,-1,1,0.0,-9,i,8
COCc1ccc(C(=O)N(C)CC2CCCN(CCc3ccc(OC)cc3)C2)o1 (configuration not stated),-2,17,-3,15,-1,0.4,8,i,-2
Cc1cc2ccccc2c(=O)n1CC(=O)NCC1COc2ccccc2O1 (configuration not stated),-12,-23,-6,-9,2,0.9,-7,i,0
CCCn1nc(C(=O)NC2CCCC2)c2ccccc2c1=O,-3,-2,2,5,4,-0.3,-4,i,-5
CC(=O)c1ccc(NC(=O)C(C)OC(=O)c2ccc(Br)o2)cc1 (configuration not stated),-2,-7,-1,-1,-1,-0.1,5,i,-1
Cc1cc(C(F)F)n2nc(C(=O)Nc3c(F)cc(F)cc3Br)nc2n1,-8,-3,0,-5,1,1.2,-5,i,-8
Cc1[nH]n(-c2ccccc2)c(=O)c1CCOC(=O)c1ccc(C(F)(F)F)cc1,-4,-19,-5,2,2,-0.9,-7,i,5
O=C(NCC(c1ccco1)N1CCOCC1)c1ccc([N+](=O)[O-])cc1 (configuration not stated),-2,3,-2,9,0,0.3,-5,i,0
CCC1=NC(c2ccc(OC)c(OC)c2)N(O)C1(C)C (configuration not stated),0,0,-1,1,-2,0.9,-7,i,-8
CCOC(=O)c1c(NC(N)=O)nc2n1CCC2,-10,-3,1,4,0,-0.3,3,i,-1
CCN(CC(=O)NCc1cccs1)C(=O)c1cccc(S(=O)(=O)Nc2ccc(F)cc2)c1,-3,-4,-4,-3,5,-0.2,-6,i,0
CCOC(=O)C1(Cc2cccc(OC)c2)CCCN(C(=O)c2cc(C)[nH]n2)C1 (configuration not stated),-5,-2,1,14,2,3.8,-2,i,-6
CCOP(C)(=O)C1(C(=O)OCc2ccccc2)CC1 (configuration not stated),-10,12,1,-6,-1,1.0,4,i,-7
CC1CCN(S(=O)(=O)c2ccc3nc(-c4ccccn4)cc(C(=O)NCCN(C)Cc4ccccc4)c3c2)CC1,-4,-1,0,15,-1,-0.9,2,i,-11
CCO[C@@H]1OC(C(=O)N2CCOCC2)=C[C@H](c2ccccc2)[C@H]1CCCO,-1,0,1,6,0,-0.3,6,i,-8
O=C(CN1CC(=O)Oc2ccccc21)NCc1ccco1,-3,0,-2,-14,1,1.6,-12,i,-6
N#Cc1cc(C(=O)c2ccccc2OCC(=O)Nc2ccccc2)cn(C2CCCCC2)c1=O,-11,2,1,2,-1,-1.1,2,i,-15
